MBD2 DNA inh: inhibitors of MBD2 binding to methylated DNA, primary screen, biochemical, TR-FRET, DNA-binding domain, human | MBD2 binding to methylated oligonucleotide | inhibition, % at 4.4 µM | 370,000 tested, 0.31% active | AID 686964, 2013; in the data active = inhibition above about 13%
Target sequence (Q9UBB5 whole entry, looked up, the tested form may be a part): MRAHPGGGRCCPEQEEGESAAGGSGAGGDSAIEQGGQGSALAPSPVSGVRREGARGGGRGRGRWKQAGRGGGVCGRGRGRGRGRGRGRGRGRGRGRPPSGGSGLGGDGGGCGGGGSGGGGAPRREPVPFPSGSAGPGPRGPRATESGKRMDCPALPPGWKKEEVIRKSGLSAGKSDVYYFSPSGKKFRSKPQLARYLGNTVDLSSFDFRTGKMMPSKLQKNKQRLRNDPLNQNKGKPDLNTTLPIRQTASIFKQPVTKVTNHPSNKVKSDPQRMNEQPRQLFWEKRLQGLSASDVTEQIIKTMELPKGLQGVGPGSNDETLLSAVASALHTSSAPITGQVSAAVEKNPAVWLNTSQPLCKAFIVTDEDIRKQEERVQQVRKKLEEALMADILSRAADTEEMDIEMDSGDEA
ABHD4 inh: ABHD4 inhibitors, primary screen, biochemical, fluorescence polarization, mouse; (Lyso)-N-acylphosphatidylethanolamine lipase (Mus musculus), Q8VD66; 370,000 tested, 0.54% active; inhibition, % at 8.92 µM; purified mABHD4, FP-Rh probe fluorescence polarization; AID 720543, 2013;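 active = inhibition exceeding the mean over every tested compound plus 3 SD, cut at about 30% in these data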;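 also: 0% = plate median of compound wells and 100% = S159A mutant with DMSO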
Target sequence (Q8VD66 whole entry, looked up): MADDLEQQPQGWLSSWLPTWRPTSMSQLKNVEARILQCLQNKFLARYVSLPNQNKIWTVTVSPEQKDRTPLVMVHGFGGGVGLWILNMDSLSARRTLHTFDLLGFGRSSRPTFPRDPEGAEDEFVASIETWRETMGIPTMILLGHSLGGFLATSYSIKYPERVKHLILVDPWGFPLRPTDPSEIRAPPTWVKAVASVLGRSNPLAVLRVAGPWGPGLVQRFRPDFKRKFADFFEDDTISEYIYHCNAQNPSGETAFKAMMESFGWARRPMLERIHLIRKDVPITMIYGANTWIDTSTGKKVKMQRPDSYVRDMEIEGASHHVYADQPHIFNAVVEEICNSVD
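Assay system: mouse ABHD4 enzyme, wild type / Also added: fluorescent activity-based probe FP-Rh / Doses: single nominal dose of 8.92 µM, 0.89% DMSO final / Timing: 45 min compound pre-incubation plus 60 min probe step, 25 °C / Signal: FP readout, ex 525 nm / em 598 nm / Control set: S159A mutant/DMSO as 100%, compound-well median as 0%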
HTRA1 inh: HTRA1 serine protease inhibitors, primary screen, biochemical, fluorescence polarization, HTS. 340,000 tested, 0.5% active. inhibition, % at 5.96 µM. AID 504803, 2011. recombinant HTRA1, FP-rhodamine activity-based probe. Q92743; in the data active = inhibition above about 36%;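 also: 0% = enzyme with DMSO and 100% = wells lacking enzyme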
Rev-erbA mod: modulators of Rev-erb alpha DNA binding, primary screen, biochemical, FITC-DNA, fluorescence polarization, uHTS | Nuclear receptor subfamily 1 group D member 1 (Homo sapiens), P20393 | Rev-erbα–FITC-DNA binding, 90 min | activity, % at 10 µM | 370,000 tested, 0.79% active | AID 1259318, 2017;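 active = activity above about 14%, limit read from the data; passing the limit was not always enough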;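 also: 0% = DMSO wells with 35 nM protein and 100% = DMSO wells with 750 nM protein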
PG9 Ab binder: binders of HIV-1 gp120 antibody PG9, primary screen, biochemical, TR-FRET | TR-FRET gp120-PG9 antibody binding | HIV-1 gp120 / PG9 antibody interaction | inhibition, % at 6.7 µM | 360,000 tested, 0.43% active | AID 624416, 2012; in the data active = inhibition above about 8.5%
LEDGF integ inh: blockers of LEDGF/p75-dependent integrase strand transfer – biochemical, TR-FRET, high throughput, primary screen; TR-FRET IN-LEDGF/p75 DNA integration, Eu/Cy5; HIV-1 integrase (with human LEDGF/p75); 370,000 tested, 0.64% active; inhibition, % at 3.7 µM;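 active = inhibition above the screen-wide mean plus 3 SD, cut at about 13% in these data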;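 also: signal is the Cy5 over europium emission ratio at 671 and 618 nm; 0% = plate median of compound wells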
PRMT1 inh: PRMT1 methyltransferase inhibitors, primary screen, biochemical, fluorescence polarization; Protein arginine N-methyltransferase 1 (Homo sapiens), Q99873; recombinant PRMT1, activity-based probe fluorescence polarization; inhibition, % at 2.79 µM; 370,000 tested, 1.3% active; AID 652257, 2013;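 active = inhibition above about 21% made by adding two undisclosed values, limit read from the data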
rCAG binder: binders of r(CAG) RNA repeats, primary screen, biochemical, fluorescence | inhibition, % at 3 µM | r(CAG) RNA repeat, TO-PRO-1 dye displacement fluorescence | AID 651821, 2012 | 370,000 tested, 1.3% active;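 active = inhibition above the plate cutoff, the mean of all test compounds on that plate plus 3 SD, cut at about 35% in these data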;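 also: 0% = DMSO alone and 100% = 100 µM mitoxantrone as full dye displacement; higher means more dye released from RNA so lower well fluorescence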
UHRF1 MBD2 ctr: UHRF1 methylated DNA binding inhibitors, primary screen, counter-screen for MBD2 inhibitor project, biochemical, TR-FRET, human UHRF1, single concentration; inhibition, % at 4.4 µM; 370,000 tested, 0.75% active; UHRF1 binding to methylated oligo; E3 ubiquitin-protein ligase UHRF1 (Homo sapiens), Q96T88; in the data active = inhibition above about 21%;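 also: UHRF1 SRA domain binding a hemimethylated CpG hairpin DNA probe; 0% = median of test compound wells and 100% = reference inhibitor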
TCR CD3 inh: inhibitors of human TCR-CD3 interaction, primary screen, biochemical, fluorescence, TAMRA-labeled TCR probe. inhibition, % at 9.4 µM. 360,000 tested, 0.37% active; in the data active = inhibition above about 19%;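 also: recombinant mutant TCR 2C K166C tagged with TAMRA read by polarization; 0% = receptor in buffer alone and 100% = receptor with positive control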
Numbers without * were called inactive; / = no result given. The list is partial (hit frequency here may not be typical).

molecule,PG9 Ab binder,PRMT1 inh,MBD2 DNA inh,HTRA1 inh,rCAG binder,ABHD4 inh,Rev-erbA mod,LEDGF integ inh,TCR CD3 inh,UHRF1 MBD2 ctr
COc1ccc(-n2ncc3c(NCc4cccnc4)ncnc32)cc1,-0.1,-1,0,-1,-4,0,0,6,0,0
CCOc1ccc(N2CC(C(=O)NCc3ccccc3)CC2=O)cc1 (stereo not given),0.8,-2,3,4,-5,-2,0,-2,4,-1
CC12CCC(=O)C=C1CCCC2=O (stereo not given),0.2,5,0,-6,0,-5,2,-4,-7,1
Cn1c(SCC(=O)c2ccc3c(c2)OCCO3)nnc1C(F)(F)F,-0.8,-4,1,-4,0,-10,-3,3,2,-2
COc1ccc(S(=O)(=O)N2CCOCC2)cc1NC(=O)COC(=O)CC1CC2CCC1C2 (stereo not given),-2.3,3,3,-13,7,-5,-2,0,-4,3
Cc1cc(C)cc(C(=O)N/N=C/c2ccoc2)c1,-1.6,0,-4,-8,2,-6,-6,3,-5,4
CCCC12CN(C(=O)c3ccc(OC)cc3)CC(C)(CN(C(=O)c3ccc(OC)cc3)C1)C2=O,-0.4,0,5,-1,0,9,-5,1,1,0
COc1ccccc1C(=O)Nc1cccc(N(C)S(C)(=O)=O)c1,-0.4,-1,4,4,-6,2,-3,-3,-1,-1
O=c1nc(N2CCCCC2)nc(Nc2ccccc2)[nH]1,-0.8,0,4,-10,32,6,-5,0,3,-3
Cc1cc(C(=O)Nc2cccc3ccccc23)co1,-2.4,-1,-4,-4,1,-9,-2,0,4,0
COc1ccc(NC(=O)COC(=O)Cc2coc3cc(OC)ccc23)c(OC)c1,-0.8,1,0,-2,2,0,-1,1,5,0
C(=N\Nc1ncnc2sc3c(c12)CCC3)/c1ccncc1,-1.6,2,3,-1,0,6,0,0,0,-5
COc1cc(C(O)c2nc(-c3cccc(NC(C)=O)c3)cs2)ccc1F (stereo not given),0.3,-3,-1,/,2,-11,-3,5,1,-1
O=C(COC(=O)c1ccccc1Br)Nc1ccccc1F,0.4,0,1,-6,-1,-3,-1,-5,3,1
COc1cc2nc(C3CCC3)n(NC(=O)C3CCCC(OC)C3)c(=O)c2cc1OC (stereo not given),-2.5,-2,2,-1,-5,-3,-2,-2,5,-3
COc1ccc(CCNC(=O)CS(=O)Cc2nc(-c3ccccc3Cl)oc2C)cc1OC (stereo not given),0.1,6,6,-1,-5,-5,-5,0,-4,16
Cc1ccc(S(=O)(=O)Oc2ccc(/C=N/NC(=O)c3nn(C)cc3Cl)cc2)cc1,-1.1,-1,-3,-23,0,0,-2,-2,13,-3
Cc1c(C(=O)N/N=C/c2cccnc2)nnn1-c1nonc1N,-3.6,-3,0,5,1,3,5,1,1,-3
O=C(Nc1ccc(S(=O)(=O)Nc2ncccn2)cc1)c1cccc(S(=O)(=O)N2CCOCC2)c1,-1.3,-1,-4,-1,1,-1,-4,-1,0,0
Cc1ccc(N=C(c2cccs2)N2CCOCC2)cc1,-0.9,0,3,-7,1,-5,1,1,2,-2
Cc1ccc(C)c(NC(=O)c2ccc(OCc3c(C)noc3C)cc2)c1,-1.2,3,2,-2,1,0,3,-2,0,0
O=C(NC(CC1=CCCCC1)c1ccc2ccccc2c1)C(F)(F)F (stereo not given),1.0,-2,-7,/,1,-8,2,-3,-3,-3
Cc1cc(C)c(C(=O)CSc2nnc(C)c(=O)[nH]2)cc1C,-1.3,2,-4,-7,6,-1,-2,-1,-2,-2
CC(C)(C)c1csc(NC(=O)CCc2ccccc2)n1,-1.1,-3,4,-11,-8,5,-5,2,3,-4
CCCCN1C(=O)C(CC(=O)NCc2cccs2)CC(C(=O)N(C(C)C)C(C)C)=C1C (stereo not given),0.0,3,5,2,-2,4,-8,-2,-1,0
N#Cc1ccc(Cl)cc1NC(=O)COC(=O)[C@H](CCC(N)=O)NC(=O)c1ccc(F)cc1,-2.8,-3,-6,-2,0,-4,9,4,-4,1
CN(C)C(=N)c1n[nH]nc1SCc1ccc(Cl)c(Cl)c1,-0.4,6,3,2,-3,0,1,-4,0,2
O=C(c1cc(=O)[nH]c2ccccc12)N1CCN(c2ccc([N+](=O)[O-])cc2)CC1,-1.2,-1,-4,3,2,0,5,-3,9,-4
C=CCN1C(=O)c2ccc(C(=O)NCCc3ccc(F)cc3)cc2C1=O,-0.9,2,-6,-10,-7,-9,-2,1,1,-1
COc1ccc(CCNC(=O)CCS(=O)(=O)c2ccc3c(c2)NC(=O)C(C)S3)cc1OC (stereo not given),-1.6,2,-4,9,1,0,13,2,5,-1
CCCC1=C(C(=O)OCC)C(c2ccc(O)cc2)n2ncnc2N1 (stereo not given),-2.2,-2,0,1,0,-7,-1,-5,3,4
O=C(CNS(=O)(=O)c1cccc(Cl)c1)OCc1csc(-c2ccccc2)n1,-1.5,2,4,-9,0,6,1,-3,-5,0
COc1ccc(Cn2c(C)nc([N+](=O)[O-])c2SCC(=O)O)cc1[N+](=O)[O-],-1.5,-1,0,/,1,-3,-1,0,7,0
Cn1c(=O)c2ncn(CC(=O)Nc3ccc4c5c(cccc35)CC4)c2n(C)c1=O,-1.6,1,-8,11,12,-4,/,-1,3,-2
O=c1[nH]c2cc3c(cc2cc1CN(Cc1nnnn1C1CCCC1)C1CCCC1)OCCO3,2.6,14,1,7,10,11,-3,-2,-4,-10
Cc1ccc(C)c(N2CCN(C(=O)CC3Sc4ccccc4NC3=O)CC2)c1 (stereo not given),-0.2,-2,-3,/,0,5,3,2,6,-1
COc1ccc(CCNC(=O)C2CC(c3ccc([N+](=O)[O-])cc3)=NO2)cc1 (stereo not given),2.0,2,4,-3,3,7,2,5,-3,5
c1ccc(-c2onc3cc4c(cc23)OCCO4)cc1,-1.3,3,3,-15,3,-2,5,1,-4,6
N#C/C(=C\c1ccccc1)C(=O)NC1CC1,0.1,-3,0,3,1,0,6,1,7,0
Cc1nc2c(C#N)cnn2c2c1CCN2CC1CCCO1 (stereo not given),0.3,-7,6,5,-3,1,-3,2,7,2
CC(C)c1ccc(CN2CCSCC2)cc1,2.0,0,-2,3,-1,6,7,-3,-2,2
COc1ccc(Cl)cc1NC(=O)CCn1cnc2ccccc2c1=O,0.9,-1,-2,-4,-4,-1,-1,1,4,0
Fc1ccc(-c2n[nH]c(=S)n2-c2ccc3c(c2)OCCO3)cc1,4.7,11,2,5,6,-4,-5,-12,-1,1
COc1cc(NC(=O)C2CCCN(S(=O)(=O)c3ccccc3[N+](=O)[O-])C2)cc(OC)c1 (stereo not given),/,5,9,/,11,-14,1,-1,/,2
Cc1cc(C(=O)COC(=O)C2=COCCO2)c(C)n1-c1cccc(F)c1,-1.2,4,-1,-5,-6,3,-3,2,9,-2

Compound profiles, from the list above:
COc1cc(NC(=O)C2CCCN(S(=O)(=O)c3ccccc3[N+](=O)[O-])C2)cc(OC)c1 (stereo not given) across the screens: PG9 Ab binder = /; PRMT1 inh = 5; MBD2 DNA inh = 9; HTRA1 inh = /; rCAG binder = 11; ABHD4 inh = -14; Rev-erbA mod = 1; LEDGF integ inh = -1; TCR CD3 inh = /; UHRF1 MBD2 ctr = 2
Fc1ccc(-c2n[nH]c(=S)n2-c2ccc3c(c2)OCCO3)cc1 across the screens: PG9 Ab binder = 4.7; PRMT1 inh = 11; MBD2 DNA inh = 2; HTRA1 inh = 5; rCAG binder = 6; ABHD4 inh = -4; Rev-erbA mod = -5; LEDGF integ inh = -12; TCR CD3 inh = -1; UHRF1 MBD2 ctr = 1

(cont.)
molecule,PG9 Ab binder,PRMT1 inh,MBD2 DNA inh,HTRA1 inh,rCAG binder,ABHD4 inh,Rev-erbA mod,LEDGF integ inh,TCR CD3 inh,UHRF1 MBD2 ctr
O=C(NCCNCCO)C1(C(F)(F)F)C/C(=C\CCO)CCCO1 (stereo not given),-2.4,-2,1,3,2,-3,3,-2,6,1
Cc1ccc(-n2ncc3c(=O)n(-c4ccc(C)c(C)c4)c(C)nc32)cc1,-1.7,-1,-5,3,0,3,-3,-4,0,1
COc1cccc(CNC(=O)c2cc(S(=O)(=O)N3CCOCC3)ccc2N2CCCC2)c1,-2.2,-1,2,-8,-2,1,-3,1,-6,-2
S=C(Nc1ccccc1)N1CCN(c2ccccn2)CC1,-0.5,0,-1,-3,1,5,-7,-2,-5,2
N#CC1=C(N)SC(N)=C(C#N)C1c1c(Cl)cccc1Cl,-1.0,19,-2,-16,10,-14,1,-6,-7,-4
O=[N+]([O-])c1ccccc1S(=O)NCc1c(Cl)cccc1Cl (stereo not given),-1.0,-1,4,/,0,-3,6,-1,-4,0
COc1cccc(-c2cnc3c(NC(C)=O)cc(-c4ccc(C(=O)NC5CC5)cc4)cn23)c1,1.2,4,2,/,10,-15,-3,4,1,1
COc1ccc(C(O)(C2CCCCC2)C(CN2CCCC2)c2ccccc2)cc1 (stereo not given),0.7,4,1,-1,-4,-4,2,2,-5,1
Cc1c(C)c2ccc(OCC(=O)N3CCOCC3)c(C)c2oc1=O,-0.3,-3,-3,-1,0,6,3,-3,3,-3
CC1CCC(NS(=O)(=O)c2cccc3nsnc23)CC1 (stereo not given),1.1,0,1,-5,-3,0,-5,-1,1,-5
O=C1CSC(=S)N1Cc1cccs1,-0.7,9,-4,-22,10,-79,-1,2,-42,0

Screening data as filed in PubChem.
